Assay outcomes from PubChem BioAssay.
VLA-4 antagonist = inhibition of LDV-FITC ligand binding to human VLA-4 integrin | actives 0.2% (n = 24,000) | AID 529 | Jurkat cells, LDV-FITC binding with Mn2+, flow cytometry; 100% = Mn2+-driven binding gain fully reversed | inhibition, % at 10 µM (by protocol);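 active = inhibition above 50%; inconclusive = compound itself fluorescent, judged against control cell fluorescence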;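 also: 0% = Mn2+ stimulated cells lacking compound and 100% = ligand binding without Mn2+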
Target sequence (P13612 whole entry, looked up): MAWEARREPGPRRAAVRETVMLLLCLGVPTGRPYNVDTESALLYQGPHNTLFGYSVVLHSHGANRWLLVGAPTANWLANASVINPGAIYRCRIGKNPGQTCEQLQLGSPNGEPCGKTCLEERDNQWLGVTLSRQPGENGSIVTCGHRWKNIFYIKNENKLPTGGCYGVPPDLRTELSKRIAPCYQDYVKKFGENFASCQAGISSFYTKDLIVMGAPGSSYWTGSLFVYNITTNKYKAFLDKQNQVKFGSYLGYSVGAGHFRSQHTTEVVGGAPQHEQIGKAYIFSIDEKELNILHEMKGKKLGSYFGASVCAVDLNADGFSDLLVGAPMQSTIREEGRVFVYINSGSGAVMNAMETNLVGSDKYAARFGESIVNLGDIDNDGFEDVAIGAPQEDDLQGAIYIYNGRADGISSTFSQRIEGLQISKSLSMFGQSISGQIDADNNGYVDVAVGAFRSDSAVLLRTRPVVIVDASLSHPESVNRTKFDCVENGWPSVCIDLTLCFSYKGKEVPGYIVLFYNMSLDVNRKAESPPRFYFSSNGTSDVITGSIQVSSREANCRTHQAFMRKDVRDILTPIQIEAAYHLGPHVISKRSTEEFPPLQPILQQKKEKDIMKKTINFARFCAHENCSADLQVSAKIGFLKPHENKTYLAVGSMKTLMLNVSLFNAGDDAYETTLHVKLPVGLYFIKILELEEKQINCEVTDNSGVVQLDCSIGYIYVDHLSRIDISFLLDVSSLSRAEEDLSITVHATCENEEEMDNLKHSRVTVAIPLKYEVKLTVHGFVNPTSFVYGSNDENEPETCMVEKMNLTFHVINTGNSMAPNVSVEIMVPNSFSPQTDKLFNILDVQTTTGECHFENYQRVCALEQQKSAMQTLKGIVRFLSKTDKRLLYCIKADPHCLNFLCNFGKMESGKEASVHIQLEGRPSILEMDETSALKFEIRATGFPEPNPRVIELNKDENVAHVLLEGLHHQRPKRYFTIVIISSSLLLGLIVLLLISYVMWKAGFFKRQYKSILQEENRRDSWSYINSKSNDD
Autofluor Jurkat = counter-screen for VLA-4 integrin: compound autofluorescence in Jurkat cells; flow cytometry; stronger effect = higher value; 1 = vehicle-only cell background; fluorescence ratio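 (tested at 10 µM compound in the well)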; actives 0.61% (n = 24,000); AID 576;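 active = fluorescence ratio above 2.44, which is 1 plus 3 SD of all ratios; inconclusive = signal too bright to measure linearly, ratio around 10 or more; inactive = fluorescence ratio below 2.44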;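 also: green fluorescence of cells measured with 488 nm excitation and 530 nm emission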
Prostate diff = LNCaP prostate cell differentiation activation. flow cytometry side scatter, 4 d. side scatter shift, % at 10 µM. actives 0.56% (n = 24,000). AID 795;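 active = side scatter shift above 30%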;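 also: androgen-responsive LNCaP prostate cancer cells in charcoal-stripped serum medium; percent of cells past a gate set so DMSO wells show 10% shift; higher shift means more granular cells and more differentiation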
VLA-4 allo ag = allosterically activates the human VLA-4 integrin; Jurkat cells, LDV-FITC binding, flow cytometry; activation, % at 10 µM (by protocol); 24,000 tested, under 10 active;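 active = fluorescent ligand binding to cells raised by more than 40% of the manganese-induced maximum; inconclusive = compound's own fluorescence above 85% of the ligand control signal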;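 also: 0% = ligand binding without compound and 100% = manganese-stimulated maximal binding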
* = called active by the depositor; u = inconclusive; x = no result given.

SMILES	VLA-4 antagonist	Autofluor Jurkat	Prostate diff	VLA-4 allo ag
COc1ccc(-c2cn3c(C)c(C(=O)Nc4cccc(C)n4)sc3n2)cc1	u	1.6	9	u
O=C(O)CCCCCn1c(SCC(=O)N2CCCC2)nc2ccsc2c1=O	19	1.1	12	-6
COc1ccc(C2=NOC(C(=O)Nc3c(C)n(C)n(-c4ccccc4)c3=O)C2)cc1OC (configuration not stated)	-4	1	2	6
CCC(=O)N1CCc2cc(S(=O)(=O)NCCCOC)ccc21	-4	0.86	6	9
CCN(CC)c1ccc(NC(=O)c2[nH]c(C)c(C(C)=O)c2C)c(C)c1	-17	1.2	10	6
CCOc1ccc(-n2c(SCc3ccc(C(=O)OC)o3)nc3c(c2=O)SCC3)cc1	8	0.95	17	2
O=C(OCn1nnc2ccccc2c1=O)C1CCN(S(=O)(=O)c2cccs2)CC1	-10	1.1	7	4
COCC(=O)N(Cc1nc2ccccc2c(=O)[nH]1)Cc1cccs1	-4	1.2	5	1
Cc1[nH]c2ccccc2c1SCCNC(=O)c1ccc(Br)o1	17	1	0	-9
O=c1c2cnn(-c3ccccc3)c2ncn1Cc1ccccn1	-22	0.97	12	2
CCOC(=O)Cc1csc(NC(=O)C2CCCCC2C(=O)O)n1 (configuration not stated)	-5	1	7	2
CCn1cc(C(=O)N2CCOCC2)c(=O)c2cc(S(=O)(=O)N(C)C)ccc21	u	1	7	u
Cc1ccc(C)c(-n2c(CNC(=O)c3ccco3)nnc2SCC(=O)N2CCc3ccccc32)c1	2	1	3	0
Cc1cccnc1NC(=O)CCCN1C(=O)c2ccccc2C1=O	-22	0.99	5	2
Cc1ccc(-c2noc(CCC(=O)NCCN3CCN(Cc4ccccc4)CC3)n2)cc1	-8	0.88	21	12
O=C(c1ccc(COCC(F)(F)F)o1)N1CCCCCC1	10	1.1	x	0
CCOc1ccc(NC(=O)Cn2nnc(C(=O)NCc3ccccc3OC)c2N)cc1	u	1	10	u
Cc1cc(=O)c2c(O)c(O)ccc2o1	-24	0.94	17	6
CCn1cc(C(=O)NCc2ccco2)c(=O)c2cc(S(=O)(=O)N3CCC(C)CC3)ccc21	-18	1	3	2
CCC1CCCCN1C(=O)CSc1nnc(-c2ccc(Cl)s2)o1 (configuration not stated)	11	1.1	4	-8
CC1CCN(CC(O)COc2ccc(F)cc2)CC1 (configuration not stated)	-26	1	2	3
CSC1=C(C#N)C(c2ccc(Cl)cc2)C2=C(CC(C)(C)CC2=O)N1 (configuration not stated)	-16	1	10	-5
COc1ccc(N2CCN(c3oc(COc4ccccc4)nc3C#N)CC2)cc1	10	1	14	-2
COc1ccccc1C(=O)N1CCNC(=O)C1CC(=O)Nc1ccc(Cl)cc1 (configuration not stated)	-4	1	7	-2
O=C(Nc1cccc2ncccc12)c1ccc2c(c1)OCCO2	-18	0.93	4	8
CCOc1ccc(-n2c(SCC)nc3c(c2=O)SCC3)cc1	2	1.1	1	0
CCOC(=O)Nc1ccc2c(c1)N(C(=O)CN(CC)CC)c1ccccc1C=C2	-24	0.94	11	4
COc1ccc(CCNC(=O)CS(=O)Cc2nc(-c3cccs3)oc2C)cc1OC (configuration not stated)	-10	1.1	6	8
CC(=O)N1c2ccccc2N(Cc2ccc(C)cc2C)C(=O)C1(C)C	9	1	1	-2
CCOc1nc(-c2ccccc2)ccc1-c1noc(-c2ccc(OC)c(OC)c2)n1	-19	1.1	5	6
CCOC(=O)Cc1ccc(NS(=O)(=O)c2ccc(SC)cc2)cc1	u	1.6	3	u
CCCCN(C)CCCNC(=O)CC1Oc2ccccc2NC1=O (configuration not stated)	4	0.94	8	3
CCCCN1C(=O)C(O)(CC(=O)c2ccco2)c2cc(Br)ccc21 (configuration not stated)	-33	1.1	7	-5
CCOC(=O)c1ccccc1NC(=O)COC(=O)C1=COCCO1	5	0.97	8	-6
CCOC(=O)C1CCCn2c1nc1sc3c(c1c2=O)CCCC3 (configuration not stated)	-8	1.1	13	3
CCn1cc(C(=O)NCC2CCCO2)c(=O)c2cc(S(=O)(=O)N(C)C3CCCCC3)ccc21 (configuration not stated)	6	1	6	-2
COc1ccccc1-n1cnnc1SCC(=O)c1ccc[nH]1	4	1	13	-4
CCOC(=O)C1CCN(S(=O)(=O)c2nc3nc(C)cc(C)n3n2)CC1	3	1	7	-2
CC(NC(=O)CSc1n[nH]c(=O)n1C1CC1)C12CC3CC(CC(C3)C1)C2 (configuration not stated)	-14	1.1	3	4
O=C(Cn1cnc2c(cnn2-c2ccc(F)cc2)c1=O)N1CCN(c2ccccc2)CC1	u	1.1	4	-4

Entries of single compounds as entered above.
`CCOC(=O)c1ccccc1NC(=O)COC(=O)C1=COCCO1` reads VLA-4 antagonist: 5; Autofluor Jurkat: 0.97; Prostate diff: 8; VLA-4 allo ag: -6
`CCCCN1C(=O)C(O)(CC(=O)c2ccco2)c2cc(Br)ccc21` (configuration not stated) reads VLA-4 antagonist: -33; Autofluor Jurkat: 1.1; Prostate diff: 7; VLA-4 allo ag: -5
`CCOC(=O)C1CCCn2c1nc1sc3c(c1c2=O)CCCC3` (configuration not stated) reads VLA-4 antagonist: -8; Autofluor Jurkat: 1.1; Prostate diff: 13; VLA-4 allo ag: 3

Later entries:
SMILES	VLA-4 antagonist	Autofluor Jurkat	Prostate diff	VLA-4 allo ag
COc1ccc(S(=O)(=O)N2CCCN(CCC(=O)Nc3cccc(C(F)(F)F)c3)CC2)cc1	u	0.5	14	u
COc1cc2[nH]c(=O)n(Cc3ccccc3Cl)c(=O)c2cc1OC	23	1	x	-3
CN1C(=S)SC(C)(NO)C1(C)C (configuration not stated)	0	1.1	7	0
CCCCNC(=O)CCCn1c(=O)c2ccccc2n(CC(=O)NCCC2=CCCCC2)c1=O	3	1	8	-9
CCn1ccnc1C(O)c1cccc(OC)c1OC (configuration not stated)	u	0.9	10	u
COCCCNC(=O)c1ccc2c(c1)ncn2-c1ccccc1OC	-35	1.1	13	10
CCOC(=O)CSC1=C(C#N)C(c2ccc(C)o2)CC(=O)N1 (configuration not stated)	-14	0.97	12	9
Cc1onc(-c2ccccc2)c1C(=O)Nc1nnc(N2CCCCCC2)s1	0	1.2	7	-7
CC(=O)N1CCc2cc(S(=O)(=O)NCCC(=O)NCCc3ccc(C)cc3)ccc21	6	1.1	5	-7
CCOC(=O)C1CCCN(C(=O)c2sc3nc(-c4ccc(F)cc4)cn3c2C)C1 (configuration not stated)	1	1.3	9	10
Cc1ccc(CNC(=O)C2CC(=O)N(C3CCCCCCC3)C2)cc1 (configuration not stated)	8	1	11	-5
Cc1cc(-c2ccccc2)c2nncn2n1	-11	0.96	5	6
CCOc1ccccc1C1CC(=O)Nc2cc(OC)c(OC)c(OC)c21 (configuration not stated)	0	1.1	5	-1
CCOC(=O)C1=C(C)OC(N)=C(C#N)C1c1ccoc1 (configuration not stated)	-18	0.89	10	8
COc1cccc(CNC(=O)C2CCCN(c3nc4ccccc4o3)C2)c1 (configuration not stated)	15	0.99	6	1
CCn1cnc2sc(C(=O)N3CCN(c4ccc(OC)cc4)CC3)c(C)c2c1=O	8	1	9	-6
COc1ccccc1N(CN1CCCC1=O)C(=O)c1c(F)cccc1F	-3	0.93	10	0
COc1ccc(OC)c(NC(=O)CCN2CCC(C)CC2)c1	6	1.1	5	-2
CCOC(=O)N1CCC(NC(=O)C2CCCN2C(=O)OCc2ccccc2)CC1 (configuration not stated)	-2	1	6	-6
CCOc1cc2[nH]c(=O)n(CC3CCC(C(=O)NC(C)CC)CC3)c(=O)c2cc1OCC (configuration not stated)	63*	1	18	-9

Looked up by structure from above:
SMILES	VLA-4 antagonist	Autofluor Jurkat	Prostate diff	VLA-4 allo ag
CCOC(=O)N1CCC(NC(=O)C2CCCN2C(=O)OCc2ccccc2)CC1 (configuration not stated)	-2	1	6	-6
COc1cccc(CNC(=O)C2CCCN(c3nc4ccccc4o3)C2)c1 (configuration not stated)	15	0.99	6	1
Cc1ccc(CNC(=O)C2CC(=O)N(C3CCCCCCC3)C2)cc1 (configuration not stated)	8	1	11	-5

Later entries
SMILES	VLA-4 antagonist	Autofluor Jurkat	Prostate diff	VLA-4 allo ag
Cc1ccc(-c2ccc(/C=N/n3cnnc3)o2)cc1Cl	-6	1.1	10	-2
CCOC(=O)N1CCC(Nc2c(-c3ccc(C)cc3)c(=O)c2=O)CC1	-2	1.2	4	4
CCn1c(=O)cc(OCC(=O)Nc2ccccc2C#N)c2ccccc21	2	1.1	10	1
CCOC(=O)N1CCN(S(=O)(=O)c2c(C)[nH]c(=O)[nH]c2=O)CC1	-22	1	9	-2
CSCCC1C(C#N)=C(N)Oc2n[nH]c(-c3cccs3)c21 (configuration not stated)	-2	1	2	-11
c1ccc2c(c1)Cc1cc(CN3CCOCC3)ccc1-2	-22	1.1	3	11
O=C(CCCCn1c(=O)c2ccccc2n(CC(=O)Nc2ccc(F)cc2)c1=O)NCc1ccco1	-17	1.1	7	-1
Cc1nn(C)c(C)c1S(=O)(=O)N(CC(=O)NCCN1CCOCC1)c1ccc(C(C)C)cc1	7	1	4	2
CC(=O)C(C(C)=O)C(NC(=O)c1cccnc1)(C(F)(F)F)C(F)(F)F	-9	1	11	5
COC1(OC)N=C(N)C2(C#N)C(c3ccc(C)cc3)C12C#N (configuration not stated)	-5	1	14	-1
O=c1[nH]cnc2c1C1(CCCC1)Cc1ccccc1-2	-10	1	3	-6
CCc1ccc(NC(=O)CSc2nc3cc(C(=O)OC)ccc3c(=O)n2Cc2ccco2)cc1	u	1.1	9	u
O=C(NCCCN1CCCCC1)c1ccc2c(c1)NC(=O)C(N1CCCCC1)S2 (configuration not stated)	7	1.1	9	6
O=C(CSc1nnc(CNC(=O)c2c(F)cccc2Cl)o1)NCc1ccc2c(c1)OCO2	2	1.1	11	-4
O=C(CSCc1cnn(-c2ccccc2)c1-n1cccc1)NCC1CCCO1 (configuration not stated)	-6	1.1	10	-4
Cc1nc(CNS(=O)(=O)c2cc(F)ccc2F)cs1	14	1.1	19	0
CCOC(=O)C1=C(C)NC(SC(C)=O)=NC1c1ccc(OC(C)=O)c(OC)c1 (configuration not stated)	-3	1.1	9	2
CN(C)C(=O)Cn1c(SCC(=O)NC2CCCCC2)nc2ccccc21	-6	0.91	6	6
COc1ccccc1N1CCN(Cc2cc(Br)c(O)c3ncccc23)CC1	17	1.2	x	1
CCOc1cc(C2NC(=O)N(C)C(C)=C2C(=O)OC)cc(Br)c1O (configuration not stated)	u	4.3*	10	u
CCn1cc(C(=O)NCc2ccc3c(c2)OCO3)c(=O)c2cc(S(=O)(=O)N3CCOCC3)ccc21	10	1.2	13	-7
CCOC(=O)c1[nH]c(C)c(C(=O)Nc2cc(OC)ccc2OC)c1C	-3	1.1	18	6
COc1ccc(CC(=O)N2CC(=O)N(CCc3ccccc3)C(=O)C2)cc1	-14	1	11	2
COc1ccc(-n2c(Cc3cccn3C)nnc2SCC(=O)Nc2nc(C)cs2)cc1	3	1	5	0
COc1ccc(CC(=O)OCc2nnc(C3COc4ccccc4O3)o2)cc1OC (configuration not stated)	-26	1	3	2
Cc1cc(C)cc(NS(=O)(=O)c2ccc3[nH]c(=O)[nH]c3c2)c1	-2	1.2	6	-12
CC(C)CNC(=O)c1cc(-c2ccco2)on1	4	1.1	4	-1
Nc1nc(CN2CCN(Cc3ccc4c(c3)OCO4)CC2)nc(Nc2ccccc2)n1	-2	1.1	3	3
C#CC(C)(C)NC(=O)c1ccccc1OC	u	1.1	5	u
Cc1ccc(OCC(=O)Nc2cc(-c3nn4c(C)nnc4s3)ccc2C)cc1	-8	1.1	2	-2
COc1ccc(S(=O)(=O)Nc2ccc3c(c2)OCO3)cc1OC	-3	1.2	14	-1
CN1C(=O)c2ccccc2C(C(=O)NCCCN2CCCC2)C1c1c[nH]c2ccccc12 (configuration not stated)	17	0.93	4	3
Oc1ccc(-c2nc3cnccn3c2Nc2ccc3c(c2)OCCO3)cc1	9	0.95	5	-1
Cc1[nH]nc2c1C(CCc1ccccc1)C(C#N)=C(N)O2 (configuration not stated)	5	1.1	13	0
Cn1c(=O)c(=O)n(C)c2cc(S(=O)(=O)NCCc3ccccc3)ccc21	-8	1.1	10	3
Cn1cccc1Cc1nnc(SCC(=O)N2CCCC2)n1CCc1ccccc1	3	1	11	0
CCN(CC)CCn1c(SCC(=O)NCc2ccco2)nc2c(sc3ccccc32)c1=O	-4	0.97	15	-9
COc1cccc(OCCn2ccnc2)c1	6	1.1	2	-7
CC1(C)C(=O)Nc2ccccc2N1C(=O)COC(=O)Cn1cnc2ccccc2c1=O	10	1	7	-8
CS(=O)(=O)N1CCCC(C(=O)NCc2ccc(F)cc2Cl)C1 (configuration not stated)	-11	1	1	4
CCOC(=O)C1CCCN(C(=O)Cc2c(C(=O)O)[nH]c3ccccc23)C1 (configuration not stated)	2	1	6	0
COCc1cc(=O)[nH]c(Nc2nc3ccccc3o2)n1	-17	1.1	2	-2
COc1ccc(-n2c(Cc3cccn3C)nnc2SCC(=O)Nc2ccc(Cl)cc2)cc1	7	0.9	9	-4
CCOC(=O)c1ccc(S(=O)(=O)N2CCN(CCC#N)CC2)cc1	u	1	11	u

Only part of the results is shown; rates above refer to the full screens.
